TNF death inh: TNF-alpha cell death inhibition in Jurkat FADD-/- cells. 220,000 compounds, 0.068% hits. Jurkat FADD-/- TNF necroptosis rescue, ATP luminescence, 24 h; 0 = TNF only, 100 = no-TNF cells. AID 463075. activation (protection from cell death), % at 10 µM;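 active = activation, meaning protection from cell death, of at least 50% relative to plate controls; inactive = activation below 50%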;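 note: necroptosis triggered by 40 ng/mL TNF-alpha added together with compound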
Runt-CBFb FRET: inhibitors of human RUNX1 Runt domain binding to CBFb. Cerulean-Runt/Venus-CBFb FRET ratio 530/480, 1 h. inhibition, % at 20 µM. 220,000 compounds, 0.46% hits. AID 1496. Q01196+Q13951;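 active = inhibition over about 50% at 20 µM in the single-dose screen, limit read from the data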;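 note: 0% = DMSO wells and 100% = excess unlabeled CBFb competitor control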
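Assay system: Cerulean-Runt domain fusion protein, energy donor; Signal: fluorescence energy transfer, 422 nm excitation, 530/480 nm emission; Timing: 1 h compound exposure, room temperature; Control set: unlabeled CBFb; Medium: Tris buffer pH 7.5 with salts and BSA; Compound: single test concentration of 20 µM, 1% DMSO final; Probe or stimulus: Venus-CBFb 100 nM.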
zVAD death inh: blocks zVAD induced death of L929 cells | L929 zVAD necroptosis rescue, ATP luminescence, 24 h; with zVAD 60 µM | viability rescue, % at 10 µM | 220,000 compounds, 0.38% hits | AID 1377;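 active = activation, scaled between plate controls, above about 75%, limit read from the data; inactive = activation under that limit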;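 note: 0% = zVAD with DMSO and 100% = DMSO alone without zVAD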
PERK inh: blocks human PERK kinase; CHO PERK-DD fusion, SEAP luminescence translation reporter; inhibition, % at 5.6 µM; 220,000 compounds, 0.17% hits; AID 1416; Q9NZJ5;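 active = inhibition above the mean inhibition of all tested compounds plus 3 SD, set separately per screening campaign, cut at about 2.9% in these data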;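 note: PERK kinase domain activated by AP20187 dimerizer at 100 nM; 0% = DMSO with dimerizer and 100% = rapamycin at 8.4 µM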
Target sequence (Q9NZJ5 whole entry, looked up, the tested form may be a part): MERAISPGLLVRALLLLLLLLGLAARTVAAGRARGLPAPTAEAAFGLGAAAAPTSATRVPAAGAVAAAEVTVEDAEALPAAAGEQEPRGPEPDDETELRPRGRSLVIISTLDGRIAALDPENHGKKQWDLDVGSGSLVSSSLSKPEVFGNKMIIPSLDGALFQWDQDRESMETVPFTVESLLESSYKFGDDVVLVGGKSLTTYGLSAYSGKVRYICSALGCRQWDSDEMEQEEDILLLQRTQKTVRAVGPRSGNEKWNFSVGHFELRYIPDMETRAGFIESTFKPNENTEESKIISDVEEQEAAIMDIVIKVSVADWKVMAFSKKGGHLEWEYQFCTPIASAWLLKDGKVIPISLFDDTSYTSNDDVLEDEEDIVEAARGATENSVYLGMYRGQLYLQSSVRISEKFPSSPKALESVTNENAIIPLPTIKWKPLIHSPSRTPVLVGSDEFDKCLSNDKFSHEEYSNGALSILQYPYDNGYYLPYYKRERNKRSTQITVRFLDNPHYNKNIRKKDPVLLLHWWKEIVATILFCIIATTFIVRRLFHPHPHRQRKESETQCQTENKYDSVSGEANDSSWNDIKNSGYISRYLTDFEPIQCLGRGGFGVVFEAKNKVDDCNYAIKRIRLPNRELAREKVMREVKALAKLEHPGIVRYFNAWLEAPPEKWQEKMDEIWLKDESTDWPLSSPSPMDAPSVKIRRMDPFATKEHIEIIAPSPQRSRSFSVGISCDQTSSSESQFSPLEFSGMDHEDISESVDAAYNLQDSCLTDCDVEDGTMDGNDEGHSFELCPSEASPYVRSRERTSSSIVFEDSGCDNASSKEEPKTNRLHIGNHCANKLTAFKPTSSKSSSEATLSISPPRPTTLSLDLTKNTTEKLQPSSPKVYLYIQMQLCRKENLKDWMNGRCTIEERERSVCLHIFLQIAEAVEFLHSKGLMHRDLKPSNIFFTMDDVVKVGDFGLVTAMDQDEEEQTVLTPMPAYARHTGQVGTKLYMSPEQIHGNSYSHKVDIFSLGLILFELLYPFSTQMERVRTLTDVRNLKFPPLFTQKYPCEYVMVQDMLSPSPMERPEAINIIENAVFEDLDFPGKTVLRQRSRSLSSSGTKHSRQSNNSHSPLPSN
PGE2 EP2 inh: blocks the human prostaglandin E2 receptor EP2; C6 glioma cells expressing human EP2, cAMP TR-FRET; cells stimulated with saturating PGE2; inhibition, % at 25 µM; 260,000 compounds, 0.52% hits; AID 1422;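 active = percent inhibition above 40 after rounding to a whole number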;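 note: rat C6 glioma host cells with rolipram phosphodiesterase inhibitor present; the protocol text gives 20 µM as final concentration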
RBBP9 inhibitor: human RBBP9 hydrolase inhibition; recombinant RBBP9, FP-Rh probe fluorescence polarization; O75884; AID 1515; inhibition, % at 7.94 µM; 220,000 compounds, 0.2% hits;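 active = inhibition above the campaign mean of all tested compounds plus 3 SD, cut at about 14% in these data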;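 note: plate controls were DMSO wells with RBBP9 for no effect and wells lacking RBBP9 protein for full effect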
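Measured by – fluorescence polarization · Test system – RBBP9 protein · Input – 2.5 µM RBBP9 dispensing solution, before mixing · Measure – percent inhibition from mP, scaled between DMSO and no-protein wells · Benchmarks – DMSO-treated enzyme wells and wells lacking RBBP9 · Times – preincubation 30 min plus labeling 45 min at 25 °C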
Runt-SMMHC FRET: Runt domain-CBFb-SMMHC interaction inhibition; Q01196+Q13951; Cerulean-Runt/Venus-CBFb-SMMHC FRET ratio 530/480, 1 h; inhibition, % at 20 µM; 220,000 compounds, 0.74% hits; AID 1434;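 active = mean inhibition across duplicate retests at 20 µM reaching about 50%, limit read from the data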;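 note: 0% = DMSO wells and 100% = wells with excess untagged CBFb-SMMHC; inhibitors lower the FRET ratio by blocking Runt binding to CBFb-SMMHC; some results filed as inactive read as strong as hits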
Hck Nef HTS: human Hck-Nef kinase inhibition | P08631 | Recombinant Hck-YEEI plus Nef, Z-Lyte FRET kinase assay | inhibition, % at 20 µM | 220,000 compounds, 0.68% hits | AID 463187;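 active = Hck-Nef kinase inhibition above about 50%, limit read from the data; inactive = inhibition below that limit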;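 note: 0% = DMSO with Hck plus Nef and 100% = Hck alone without Nef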
EP2 modulator: modulates human prostaglandin E2 receptor EP2 signaling | P43116 | EP2-expressing cells, cAMP HTRF FRET, PGE2 co-stimulation | induction, % at 25 µM | 260,000 compounds, 0.83% hits | AID 940;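 active = compounds whose cAMP rise, as percent of the full-agonist control response, exceeds 60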;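 note: rat C6 glioma line stably carrying human EP2 under a CMV promoter; the protocol text gives 20 µM as final concentration; 100% = response of wells given 1 µM PGE2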
Active calls of the source: *; x = no result given; & = joins results of further samples.

SMILES	TNF death inh	Runt-CBFb FRET	zVAD death inh	PERK inh	PGE2 EP2 inh	RBBP9 inhibitor	Runt-SMMHC FRET	Hck Nef HTS	EP2 modulator
O=C(CNC(=O)c1ccccc1)OC(C(=O)Nc1cc(C(F)(F)F)ccc1Cl)c1ccccc1 (stereo unspecified)	2.8	1	0.1	1.3	15	6	0	-19	40
Cc1ccc(CN2CCN(Cc3cnn(-c4ccc(Cl)cc4)c3)CC2CCO)o1 (stereo unspecified)	0.6	-1	-0.2	0.7	8	-8	1	15	-14
COCCCNC(=O)c1ccc(CS(=O)(=O)Cc2cccc(C)c2)o1	-0.4	-2	1.0	0.7	x	1	1	0	22
Cc1cccc(OCC(=O)NNC(=O)CSc2ncc(C#N)c(N)n2)c1	-1.2	0	0.2	0.7	8	-8	-2	1	-7
COc1cccc(/C=C/C(=O)Nc2ccc3c(c2)OCCO3)c1OC	-1.4	-1	1.3	-0.1	7	-11	-2	17	-44
CN(C)CCCNC(=O)c1ccc(Oc2ccccc2)cc1	0.6	2	1.2	-0.3	5	-16	0	10	-29
Cc1ccc([N+](=O)[O-])cc1S(=O)(=O)Nc1ccc(C(=O)N(C)C)cc1	0.3	0	-1.0	0.1	4	-1	-4	11	2
COc1ccc(C(=O)Nc2ccccc2C(=O)NC(C(=O)NCc2ccco2)C(C)C)cc1 (stereo unspecified)	0.1	-2	-0.9	-0.6	10	-10	0	-1	28
COC(=O)c1ccc(CSc2nc3cc(Cl)ccc3s2)o1	2.1	-2	0.2	0.8	5	-5	3	0	-20
CCC(=O)Nc1ccc(Nc2nc(Cl)nc(Nc3ccc(NC(=O)CC)cc3)n2)cc1	2.5	-1	3.2	0.7	1	-13	0	14	1
COc1ccc(CCNc2ccc(S(=O)(=O)N3CCCC3)cc2[N+](=O)[O-])cc1	3.2	-1	0.3	0.1	7	-5	-5	-1	-5
CC1(C)CC(=O)C(N=Nc2cccnc2)=C(O)C1	0.1	3	1.3	-0.7	6	-9	2	20	17
Cc1cccc(S(=O)(=O)NCCc2ccccc2)c1	1.7	-1	0.5	0.9	13	-1	-1	11	-4
Cc1cc(OC(=O)c2ccccc2)n(CCC#N)n1	-1.2	1	0.1	-0.9	20	4	4	4	24
CCc1nc2cc(C)nn2c2nc3ccccc3n12	-1.4	1	2.5	1.1	2	6	2	3	-5
O=C(NCc1nc(-c2ccc(C(F)(F)F)cc2)no1)Nc1ccc(OC(F)(F)F)cc1	4.4	0	0.0	-0.5	5	-3	-4	8	-11
CC(=O)c1cc2c(cc1N/C(=N/S(=O)(=O)c1ccc(C)cc1)c1ccccc1)OCO2	-0.1	0	1.0	-1.0	11	-9	-1	-2	30
NC(=O)CC(NC(=O)Cc1cccc2ccccc12)c1ccc(NCCOc2ccccc2)c([N+](=O)[O-])c1 (stereo unspecified)	0.7	-3	0.0	x	6	x	-9	53*	-16
O=C(CSc1nnc([C@@H]2CCCN2)o1)c1ccc(Cl)cc1	2.0	2	-0.6	1.5	3	3	2	0	0
CCCNC(=O)Cn1nc(C(F)(F)F)cc1C	-0.5	x	4.8	0.8	11	-5	x	21	15
CCNc1oc(-c2ccc(OC)cc2)nc1S(=O)(=O)c1ccc(Br)cc1	-1.1	-2	-0.9	-0.2	9	-9	-1	-25	40
CCOc1ccc(NS(=O)(=O)CC23CCC(CC2=O)C3(C)C)cc1 (stereo unspecified)	2.3	2	-0.2	0.5	7	-8	-8	0	15
N#Cc1ccc(C23CC4(C2)[C@H](CN(CC2CCCCC2)[C@@H]4c2ccccc2)C3c2ccc(Cl)nc2)cc1 (stereo partly specified)	5.3	0	0.8	x	7	x	-2	27	8
Cc1c([N+](=O)[O-])c(C/C=N/O)nn1C	2.4	2	-0.5	1.5	8	5	1	7	5

Sorted by the number under Hck Nef HTS (highest first): some entries from above.
| Molecule | Hck Nef HTS |
| --- | --- |
| CC1(C)CC(=O)C(N=Nc2cccnc2)=C(O)C1 | 20 |
| Cc1ccc([N+](=O)[O-])cc1S(=O)(=O)Nc1ccc(C(=O)N(C)C)cc1 | 11 |
| COC(=O)c1ccc(CSc2nc3cc(Cl)ccc3s2)o1 | 0 |

Other structures.
SMILES	TNF death inh	Runt-CBFb FRET	zVAD death inh	PERK inh	PGE2 EP2 inh	RBBP9 inhibitor	Runt-SMMHC FRET	Hck Nef HTS	EP2 modulator
COc1cc(NC(=O)c2cc(CC(C)C)on2)c(OC)cc1Cl	3.4	-3	1.8	-0.5	10	-8	-1	2	33
CC(C)(C)NC(=O)C(c1ccc(F)cc1)N(Cc1ccccc1Cl)C(=O)c1ccn[nH]1 (stereo unspecified)	-1.6	-1	-0.1	-0.3	0	-5	-1	30	12
Cc1c(C(=O)N2CCCC2)nnn1-c1nonc1N	-0.2	-1	1.3	-0.5	16	-10	-13	-1	-9
Nc1cccc(S(=O)(=O)c2ccc(N)c(N)c2)c1	0.6	1	2.7	0.7	3	-6	4	25	18
COC(=O)/C=c1/s/c(=C(\C#N)C(=O)NCc2ccco2)n(-c2ccc(C)cc2)c1=O	-2.4	-5	-0.3	0.8	15	-8	-10	5	12
O=C(CSc1nc2ccccc2o1)N1CCN(c2ccccc2)CC1	-1.5	0	-0.2	0.2	17	-7	3	-1	-2
Cc1cc(C)n2nc(SCc3nnc(SCc4ccccc4Cl)s3)nc2n1	-1.2	-2	-0.3	-0.5	17	5	-6	0	-3
CCCNC(=O)Cc1c(C)oc2ccccc12	2.4	5	-0.2	-1.7	7	-16	0	0	-22
CC12CN3CC(C)(CN(C1)C3c1c[nH]c3ccccc13)C2=O (stereo unspecified)	0.2	0	3.1	1.1	13	-6	0	22	11
O=C(CCSCc1ccccc1Cl)NC1CCCC1	1.3	1	x	0.2	4	0	0	5	-31
COc1ccc(OCC(O)Cn2ccnc2C)cc1 (stereo unspecified)	-0.1	2	-0.5	-0.2	10	-7	-2	7	-6
CC1(C)CC(=O)c2cc(OCC(=O)NCCN3CCCc4ccccc43)ccc2O1	0.7	1	0.2	-0.3	6	-8	-12	0	21
CCOC(=O)C1CCCN(C2CC(=O)N(c3ccc(N4C(=O)CC(N5CCCC(C(=O)OCC)C5)C4=O)cc3)C2=O)C1 (stereo unspecified)	-0.5	-3	0.1	1.0	5	-6	-2	0	21
Nc1[nH]nc2nc(-c3ccccc3)[nH]c(=O)c12	5.3	0	2.2	0.0	13	-4	2	22	-15
CN(C)S(=O)(=O)c1ccc(Cl)c(NC(=O)CN2CCN(Cc3ccc4c(c3)OCO4)CC2)c1	-2.5	0	-0.1	-2.0	14	-6	3	9	-9
CCNC(=O)C1CCN(S(=O)(=O)c2ccc(F)cc2)CC1	0.3	-2	0.2	-0.2	11&10	-3	-43	1	26&-29
O=C(/C=C/c1c(F)cccc1Cl)c1ccc(O)cc1	-4.2	8	2.2	-0.3	8	-11	-4	20	55
CCC(NC(=O)c1ccccc1NC(=O)c1ccco1)C(=O)O (stereo unspecified)	-1.3	-1	0.1	1.6	10	4	-2	3	22
CC(=O)c1ccc(NC(=S)Nc2ccc3[nH]c(=O)[nH]c3c2)cc1	0.1	4	2.9	0.4	8	-3	-2	25	11
NNC(=O)c1ccc2[nH]c3c(c2c1)CCCC3	1.0	1	1.1	1.5	4	5	4	5	-2
Cc1cc(C)cc(NC(=O)COC(=O)c2cc(C)oc2C)c1	-0.5	-2	1.6	0.2	4	-10	0	8	9
COC(=O)C(CC(C)C)N1CCC(=O)c2ccccc2S1(=O)=O (stereo unspecified)	0.7	-1	0.7	x	7	x	1	25	9
Cn1c(=O)oc2cc(S(=O)(=O)Nc3ccc4c(c3)OCCO4)ccc21	3.5	3	-0.3	0.1	5	-6	-4	5	-16
Cc1ccc(-n2nnnc2SCC(=O)Nc2ccc3c(c2)OCCO3)cc1C	0.2	-1	-0.1	-0.4	17	-6	7	3	-62
CCOC(=O)CSc1nnc(CNC(=O)c2cccs2)n1-c1ccccc1	-2.8	-2	0.0	0.6	x	-5	-5	0	4
COc1ccccc1CNC(=O)CCCN1C(=O)COc2ccc(C)cc21	-1.0	-2	0.0	-0.2	7	-1	-2	1	-34
CCN(CC(=O)Nc1ccc(OC)cc1)C(=O)c1ccc([N+](=O)[O-])cc1	1.3	-1	-0.4	0.7	5	-2	1	3	10
Cc1cc(NS(=O)(=O)c2ccc(NC(=O)c3cc4c(=O)n5ccccc5nc4s3)cc2)nc(C)n1	-0.9	33	-0.5	-0.1	12	-7	74*	19	9
CCOc1cc(N2CCOCC2)c(OCC)cc1NC(=O)COc1cccc2cccnc12	-17	0	12	-0.7	22	-1	2	1	-8
O=C(COC(=O)c1ccc(Cl)nc1)Nc1ncc(Cl)cc1Cl	0.0	12	16	1.4	-2	7	-1	-22	15
Cc1ccc(C(=O)N(CC(=O)Nc2ccc(Cl)c(Cl)c2)Cc2ccco2)cc1	2.5	0	1.5	1.1	6	4	-1	5	-30
Cc1c(-c2ccccc2)[n+](=O)c2c(n1[O-])CCC2	-0.8	1	0.1	1.3	4	-1	2	3	29
COc1ccc2nc(NC(=O)CN3CCN(C)CC3)sc2c1	-0.6	-3	92*	0.2	3	-1	4	3	22
COc1ccc(S(=O)(=O)N2CCOC2CNC(=O)C(=O)NCc2ccco2)cc1 (stereo unspecified)	0.2	1	-0.3	0.2	5	-1	-1	22	24
CCCc1nn(C)c(C(=O)Nc2ccc(CC)cc2)c1Cl	0.9	-8	0.4	0.6	3	-8	-3	-3	4
N/C(=N\OC(=O)Oc1ccccc1)c1ccc(Br)cc1	0.0	0	-1.3	0.5	16	-8	-2	-9	11
COC(=O)C1=C(C(=O)c2ccc(C)cc2)C(c2ccc(OC)c(OC)c2)n2nnnc2N1 (stereo unspecified)	-0.6	-5	-0.9	2.1	5	-1	-22	3	-4
Cn1c(O)c(C=Nc2ccc(Br)cc2)sc1=O	0.9	1	7.2	1.3	3	6	-1	18	-11
Cc1noc(C)c1COC(=O)c1cc2c3ccccc3n(C)c2s1	-4.8	-2	0.2	-0.3	15	-7	6	4	-16
COc1ccccc1NC(=O)c1cc2ccccc2o1	-0.5	-3	20	-0.2	19	3	-2	-8	29
Cc1nn(Cc2ccc(Cl)cc2)c(Cl)c1/C=N/NC(=O)CNc1ccccc1F	2.7	-2	2.4	0.2	9	-6	2	0	-2
CC(C)(C)CC(=O)Nc1ccc(Nc2ccccc2)cc1	-1.5	11	4.2	0.7	18	-2	0	1	-47
CCOC(=O)CCCOC(=O)c1ccc(S(=O)(=O)N(C)C)cc1	-0.2	0	-0.1	0.5	8	-4	2	0	-2
O=C(Nc1ccc(F)cc1)c1sc2cc(C(F)(F)F)cnc2c1-c1cccs1	0.2	-1	1.6	-1.3	7	0	-5	1	34
Cc1ccc(S(=O)(=O)n2nc(C)cc2C)cc1	-1.4	0	1.0	0.3	5	-6	0	-1	11

High-throughput results: PubChem BioAssay, several laboratories

Some of the compounds tested; the hit share may differ from the screen's.
